D2 PAM – positive allosteric modulators of human D2 dopamine receptor; P14416; HEK293 T-REx D2, calcium flux, EC20 dopamine potentiation; potentiation, % at 10 µM; hit rate 0.34% among 340,000;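 active means potentiation over 3 SD above the plate norm, cut at about 30% in these data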; further: 0% is about no effect
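Calcium flux readout, no-wash dye, 1 read/s. Inducible HEK293 Trex D2 line, overnight 30 C. Compound alone 180 s (agonist flags), then EC20 dopamine, another 180 s to score potentiation.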
GRP78 ERSR act – inducers of ER stress response in human glioma cells. U87-MG GRP78 promoter luciferase reporter, 16 h. Potency, µM, for inactives: top-dose activation, hits mostly activators. hit rate 0.02% among 420,000. AID 602332; further: potency means the concentration at half of the fitted maximal effect; series mostly up to about 76 µM; % of control where 0% means no effect; nearly all actives have a fitted effect of over 35% in size
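Stably transfected U87-MG human glioma cells carrying a GRP78-based luminescent sensor were seeded at 1000 cells/well, pin-dosed with compounds and incubated 16 h. Luciferase reagent was then added, and end-point luminescence was read after 10 min at room temperature.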
LDHA block – LDHA (human) enzyme inhibition; activity change, % (values are at about 110 or 230 µM); purified LDHA, NADH/diaphorase-resazurin fluorescence; hits give low values; hit rate 0.15% among 480,000; in the data active means activity change below about -30%; inconclusive means mostly about -25% to -30%;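 further: plate controls were DMSO wells for no effect and wells without enzyme for full effect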
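Resorufin fluorescence (ex540/em590), read at 0 and 20 min after diaphorase/resazurin addition, reports the NADH left after a 5 min room-temperature reaction of 2 nM human LDH5 with 0.06 mM NADH and 0.2 mM pyruvate.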
RXFP1 ag – activates the human relaxin receptor RXFP1; HEK293T-RXFP1 cAMP TR-FRET, 30 min; response scale: percent of porcine relaxin response, buffer zero; AID 2676; Potency, µM (series often up to 57.5 µM), without a hit: at the top dose activation, hits mostly activators; Q9HBX9; hit rate 0.3% among 370,000; further: potency means the concentration at half of the fitted maximal effect; on the % scale 0 is the no-effect control and ±100 the full control effect; nearly all actives have a fitted effect of over 60% in size; many of its hits are not listed in these tables
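HEK293 cells stably expressing RXFP1, treated 30 min at 37C with compounds plus PDE4 inhibitor Ro 20174; cAMP measured by HTRF TR-FRET. Normalized to buffer and 29 nM porcine relaxin; EC50 by Hill fit.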
Vif-APOBEC3G blk – inhibitors of Vif-APOBEC3G interaction. Q9HC16. Potency, µM (top dose mostly 46.1 µM), for inactives: at the highest dose activity, negative = active, hits mostly inhibitors. HeLa A3G-eYFP + Vif (tagged APOBEC3G with the HIV-1 protein that degrades it), YFP fluorescence, overnight. hit rate 0.076% among 410,000;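 further: potency means the concentration at half of the fitted maximal effect; on the % scale 0 is the no-effect control and ±100 the full control effect; nearly all actives have a fitted effect of over 60% in size; hits raise eYFP signal because A3G escapes Vif-driven loss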
Target sequence (Q9HC16 whole entry, looked up): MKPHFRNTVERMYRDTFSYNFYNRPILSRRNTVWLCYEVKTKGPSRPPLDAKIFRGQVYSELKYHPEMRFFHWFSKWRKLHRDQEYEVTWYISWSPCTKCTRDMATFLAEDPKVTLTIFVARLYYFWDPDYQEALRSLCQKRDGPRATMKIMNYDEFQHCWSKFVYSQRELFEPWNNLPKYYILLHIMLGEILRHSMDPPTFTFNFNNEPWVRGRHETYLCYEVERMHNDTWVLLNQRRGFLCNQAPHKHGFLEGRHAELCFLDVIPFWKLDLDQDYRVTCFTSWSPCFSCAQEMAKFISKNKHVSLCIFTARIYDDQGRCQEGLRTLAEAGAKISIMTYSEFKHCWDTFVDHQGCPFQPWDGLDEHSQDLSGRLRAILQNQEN
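HeLa cells stably expressing Vif and C-terminally eYFP-tagged A3G, seeded overnight at 37 deg C, then exposed to compound by pintool overnight at 37 deg C. Rise in yellow fluorescence (Ex 488/Em 500-530, Acumen) marks blocked Vif-driven A3G degradation.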
D1 PAM – enhances dopamine response at the human D1 receptor | potentiation, % at 10 µM | P21728 | hit rate 0.036% among 360,000 | HEK293 TREx D1 cells, calcium flux, dopamine EC20 potentiation; in the data active means potentiation above about 30%; further: 0% is about no effect
Target sequence (P21728 whole entry, looked up): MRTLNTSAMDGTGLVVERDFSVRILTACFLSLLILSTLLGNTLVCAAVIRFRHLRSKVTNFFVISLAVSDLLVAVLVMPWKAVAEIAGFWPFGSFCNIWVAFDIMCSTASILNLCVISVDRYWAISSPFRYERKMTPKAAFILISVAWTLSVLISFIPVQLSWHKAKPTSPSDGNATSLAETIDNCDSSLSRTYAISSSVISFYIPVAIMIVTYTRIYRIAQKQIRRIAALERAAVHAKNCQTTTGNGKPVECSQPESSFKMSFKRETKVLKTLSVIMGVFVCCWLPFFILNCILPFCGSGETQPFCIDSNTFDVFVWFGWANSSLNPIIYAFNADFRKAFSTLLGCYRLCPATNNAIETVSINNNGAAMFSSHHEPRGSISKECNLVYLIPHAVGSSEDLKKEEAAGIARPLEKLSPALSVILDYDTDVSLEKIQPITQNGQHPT
D1 ag – activates the human D1 dopamine receptor; P21728; activation, % at 2 µM; hit rate 1% among 360,000; HEK293 T-REx D1 cells, calcium flux, agonist mode; in the data active means activation above about 30%; further: 0% is about no effect
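Inducible HEK293 T-REx D1 cells, force-coupled to calcium signalling, were plated at 4000 cells/well with tetracycline and held overnight at 30 C. After no-wash calcium dye loading, compound-evoked calcium rise over 180 s flagged agonists.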
D1 antag – antagonists of human D1 dopamine receptor; HEK293 TREx D1 cells, calcium flux, dopamine EC80; hits give low values; activity change, negative = inhibition, % at 10 µM; hit rate 3.2% among 360,000; in the data active means activity change below about -30%; further: on the % scale 0 is the no-effect control and ±100 the full control effect
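Allosteric or orthosteric antagonism assessed as attenuation of the calcium response to EC80 dopamine, added 180 s after compound, in induced HEK293 Trex D1 cells loaded with no-wash calcium dye.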
Vif-A3F inh – inhibitors of Vif-A3F interaction; hit rate 0.2% among 390,000; Potency, µM (top dose mostly 46.1 µM), for the others: at the highest dose activity, negative = active; AID 602313; HeLa A3F-eYFP + Vif (tagged APOBEC3F with the HIV-1 protein that degrades it), YFP fluorescence increase; further: potency means the concentration at half of the fitted maximal effect; % of control where 0% means no effect; nearly all actives have a fitted effect of over 65% in size
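HeLa cells stably expressing Vif plus C-terminally eYFP-tagged A3F were seeded, incubated overnight at 37 deg C, dosed with compound, incubated overnight again at 37 deg C. Yellow fluorescence (Ex 488/Em 500-530) reported blocked Vif-mediated A3F-eYFP degradation.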
An asterisk follows results filed as active. Unless noted, the call rests on the fitted dose curve; in most records, active means well fitted curve in the direction sought with a large enough effect; inconclusive means small, poorly fitted or top-dose-only effect, or another doubt; inactive means no such curve, though single readings can be large; an effect the other way counts as inactive or inconclusive.

For Cc1nn(C(C)C(=O)Nc2ccccc2C(F)(F)F)c(=O)c2c1sc1ccccc12 (centres undefined) the results were D2 PAM 8, GRP78 ERSR act -5%, LDHA block -4, RXFP1 ag 17%, Vif-APOBEC3G blk -2%, D1 PAM -3, D1 ag 1, D1 antag -47* and Vif-A3F inh 0%.
CCOC(=O)CSc1nnc(CNc2ccc(Cl)cc2)n1Cc1ccccc1 was read as D2 PAM -2, GRP78 ERSR act -3%, LDHA block -7, RXFP1 ag -3.0%, Vif-APOBEC3G blk 0%, D1 PAM -4, D1 ag 19, D1 antag -29 and Vif-A3F inh -19%.
For Cc1ccccc1-c1n[nH]c(=S)n1/N=C/c1ccc(-c2ccccc2Br)o1 the results were D2 PAM 0, GRP78 ERSR act -2%, LDHA block 1, RXFP1 ag 15%, Vif-APOBEC3G blk 11%, D1 PAM 0, D1 ag 4, D1 antag -1 and Vif-A3F inh -5%.
COc1ccccc1NC(=S)NCc1ccc2c(c1)cc(C)n2C was read as GRP78 ERSR act -2%, LDHA block -4, RXFP1 ag 0.4%, Vif-APOBEC3G blk -2%, D1 PAM -6, D1 ag 0, D1 antag -5 and Vif-A3F inh 4%.
Screening CCOc1ccc(N2CC(NC(=O)CCc3ccccc3)CC2=O)cc1 (centres undefined) returned D2 PAM -8, GRP78 ERSR act -1%, LDHA block -14, RXFP1 ag -1.6%, Vif-APOBEC3G blk 2%, D1 PAM -2, D1 ag 0 and Vif-A3F inh -2%.
For O=C1CN(C(=O)COC(=O)c2cccc(OCc3ccccc3)c2)c2ccccc2N1 the results were D2 PAM -6, GRP78 ERSR act 0%, LDHA block -7, RXFP1 ag -1.6%, Vif-APOBEC3G blk -2%, D1 PAM 4, D1 ag 7, D1 antag -89* and Vif-A3F inh 6%.
COc1ccc(-c2noc(-c3ccc(N4CCN(c5ccccc5OC)CC4)c([N+](=O)[O-])c3)n2)cc1 was read as D2 PAM -1, GRP78 ERSR act 0%, LDHA block -8, RXFP1 ag -1.7%, Vif-APOBEC3G blk 1%, D1 PAM 4, D1 ag 1, D1 antag -16 and Vif-A3F inh 4%.
`CCN(CC#CCC1(O)c2ccccc2-c2ccccc21)CCO` gave GRP78 ERSR act -5%, LDHA block -7, RXFP1 ag 0.5%, Vif-APOBEC3G blk 0% and Vif-A3F inh -7%.
Screening Cc1ccc(-c2nn(CCC(=O)Nc3cccnc3)c(=O)c3ccccc23)cc1 returned D2 PAM -1, GRP78 ERSR act -2%, LDHA block -2, RXFP1 ag 3.7%, Vif-APOBEC3G blk 0%, D1 PAM 0, D1 ag 2, D1 antag 7 and Vif-A3F inh -7%.
`COCC(=O)N(Cc1cc2ccc(C)cc2[nH]c1=O)c1ccc(C)cc1C` gave D2 PAM 8, GRP78 ERSR act -6%, LDHA block -8, RXFP1 ag 0.4%, Vif-APOBEC3G blk -1%, D1 PAM -1, D1 ag 5, D1 antag -22 and Vif-A3F inh 0%.
CCOC(=O)c1c(NC(=O)c2ccoc2C)sc(C)c1C was read as D2 PAM -5, GRP78 ERSR act -4%, LDHA block -14, RXFP1 ag 0.9%, Vif-APOBEC3G blk 0%, D1 PAM -1, D1 ag 0 and D1 antag 8.
Screening C[C@H]1CN([C@@H](C)CO)C(=O)c2cc(Br)cnc2O[C@H]1CN(C)Cc1ccccc1C(=O)O returned GRP78 ERSR act -5%, LDHA block -4, Vif-APOBEC3G blk -2% and Vif-A3F inh -1%.
For Cc1cccc2c1-c1sc(C(=O)N3CCN(c4ccccc4)CC3)cc1CO2 the results were D2 PAM -11, GRP78 ERSR act -1%, LDHA block 1, RXFP1 ag 24%, Vif-APOBEC3G blk -3%, D1 PAM -4, D1 ag 4, D1 antag -32* and Vif-A3F inh 4%.
For COc1ccc(C(=O)NCc2csc(C)n2)cc1OC1CCN(C(C)=O)CC1 the results were GRP78 ERSR act -1%, LDHA block -11, Vif-APOBEC3G blk 0% and Vif-A3F inh -8%.
CC1CCCCC1NC(=O)C1CCN(C(=O)NC2CCCCC2)CC1 (centres undefined) was read as D2 PAM 3, GRP78 ERSR act -3%, LDHA block -1, RXFP1 ag 0.2%, Vif-APOBEC3G blk -1%, D1 PAM 7, D1 ag 0, D1 antag 8 and Vif-A3F inh -4%.
Screening Cc1cc(-c2n[nH]c(=S)n2/N=C/C=C/c2ccco2)n[nH]1 returned D2 PAM -1, GRP78 ERSR act -5%, LDHA block -14, RXFP1 ag 0.2%, Vif-APOBEC3G blk 0%, D1 PAM -1, D1 ag 3, D1 antag 2 and Vif-A3F inh 1%.
`COc1ccc(/C=C/C(=O)OC(C)C(=O)c2ccccc2)cc1OC` (centres undefined) gave D2 PAM 0, GRP78 ERSR act -3%, LDHA block 3, RXFP1 ag -0.3%, Vif-APOBEC3G blk -3%, D1 PAM -2, D1 ag 6, D1 antag -11 and Vif-A3F inh 8%.
For COc1ccccc1OCC(=O)N(Cc1nc(-c2ccccc2)no1)C(C)C the results were D2 PAM -5, GRP78 ERSR act -2%, LDHA block 4, RXFP1 ag -1.0%, Vif-APOBEC3G blk -13%, D1 PAM -2, D1 ag 1, D1 antag 1 and Vif-A3F inh -11%.
CCC(C)C(=O)Nc1nnc(SCC(=O)NC(C)(C)C)s1 (centres undefined) was read as D2 PAM 11, GRP78 ERSR act 2%, LDHA block -4, RXFP1 ag 1.1%, Vif-APOBEC3G blk -1%, D1 PAM -4, D1 ag 7, D1 antag -13 and Vif-A3F inh 0%.
For CN(C)CCCn1c2c(c(SCC(=O)Nc3cccc4ccccc34)nc1=O)CCCC2 the results were D2 PAM -15, GRP78 ERSR act -6%, LDHA block 4, RXFP1 ag 0.1%, Vif-APOBEC3G blk 11%, D1 PAM -3, D1 ag 1, D1 antag 7 and Vif-A3F inh 3%.
Cc1ccc(C2=NCCn3c2c2ccc([N+](=O)[O-])cc2[n+]3[O-])cc1 was read as D2 PAM -16, GRP78 ERSR act 0%, LDHA block 5, RXFP1 ag -1.1%, Vif-APOBEC3G blk inconclusive, D1 PAM -2, D1 ag 1, D1 antag 0 and Vif-A3F inh -18%.
`COc1ccc(C2c3c(n(C)c4ccccc34)C(=O)N2CC(=O)Nc2ccccc2Cl)cc1` (centres undefined) gave D2 PAM 12, GRP78 ERSR act -4%, LDHA block 0, RXFP1 ag 4.5%, Vif-APOBEC3G blk 4%, D1 PAM -3, D1 ag 19, D1 antag -25 and Vif-A3F inh -6%.
`CCc1nc2ccccc2n1Cc1ccccc1F` gave D2 PAM 5, GRP78 ERSR act -3%, LDHA block -3, RXFP1 ag 4.0%, Vif-APOBEC3G blk -1%, D1 PAM -1, D1 ag 3, D1 antag -11 and Vif-A3F inh 13%.
CCn1c(=S)sc2c(=O)n(-c3ccccc3)c(=S)[nH]c21 was read as D2 PAM 5, GRP78 ERSR act -2%, LDHA block 0, RXFP1 ag 0.2%, Vif-APOBEC3G blk -1%, D1 PAM -2, D1 ag 2, D1 antag 15 and Vif-A3F inh -8%.
COc1ccc(NC(=O)CC2(CC(=O)N3CCOCC3)CCCC2)cc1Cl was read as D2 PAM -4, GRP78 ERSR act -2%, LDHA block -1, RXFP1 ag -1.2%, Vif-APOBEC3G blk 0%, D1 PAM -1, D1 ag 0, D1 antag 8 and Vif-A3F inh -7%.
c1ccc(CN=C(NCc2ccccc2)NCc2ccccc2)cc1 was read as GRP78 ERSR act -5%, LDHA block 3, Vif-APOBEC3G blk 1% and Vif-A3F inh -7%.
For CCN1C(=O)C(O)(CC(=O)c2cccc(-n3cccc3)c2)c2ccccc21 (centres undefined) the results were D2 PAM 11, GRP78 ERSR act -2%, LDHA block -15, RXFP1 ag 2.1%, Vif-APOBEC3G blk -3%, D1 PAM -4, D1 ag 5, D1 antag 11 and Vif-A3F inh -6%.
`COc1ccc(Cl)cc1NC(=S)NCCSc1ccc(C)cc1` gave D2 PAM -17, GRP78 ERSR act -6%, LDHA block -6, RXFP1 ag -1.4%, Vif-APOBEC3G blk -1%, D1 PAM -8, D1 ag 6, D1 antag -16 and Vif-A3F inh 3%.
Screening O=C(NCc1ccc(Cl)cc1)C1CCC(CNc2c(N3CCCC3)c(=O)c2=O)CC1 (centres undefined) returned D2 PAM 0, GRP78 ERSR act 1%, LDHA block -2, RXFP1 ag -1.4%, Vif-APOBEC3G blk -2%, D1 PAM -2, D1 ag 4, D1 antag -6 and Vif-A3F inh 4%.
For COc1cccc(C(=O)N(Cc2cc3cc(C)ccc3[nH]c2=O)CC2CCCO2)c1 (centres undefined) the results were D2 PAM 18, GRP78 ERSR act -3%, LDHA block -16, RXFP1 ag 3.6%, Vif-APOBEC3G blk -3%, D1 PAM 0, D1 ag 3, D1 antag 9 and Vif-A3F inh 6%.
`COCCN1C(=O)c2oc3ccc(C)cc3c(=O)c2C1c1ccc(C(=O)OC)cc1` (centres undefined) gave D2 PAM 8, GRP78 ERSR act -4%, LDHA block -13, RXFP1 ag -1.8%, Vif-APOBEC3G blk -1%, D1 PAM -3, D1 ag 3, D1 antag -7 and Vif-A3F inh -5%.
Screening CCN(Cc1nc(-c2ccccc2)no1)C(=O)COc1cccc(OC)c1 returned GRP78 ERSR act -2%, LDHA block 1, RXFP1 ag -0.5%, Vif-APOBEC3G blk -6%, D1 PAM -7, D1 ag 1, D1 antag -6 and Vif-A3F inh 13%.
For O=C(/C=C/N1CCOCC1)c1coc2ccccc12 the results were D2 PAM 0, GRP78 ERSR act -4%, LDHA block -1, RXFP1 ag -0.4%, Vif-APOBEC3G blk -7%, D1 PAM -5, D1 ag 2, D1 antag -7 and Vif-A3F inh -9%.
`CCCCn1c(NCc2ccc3c(c2)OCO3)nc2ccccc21` gave D2 PAM 7, GRP78 ERSR act -2%, LDHA block 1, RXFP1 ag -0.1%, Vif-APOBEC3G blk -1%, D1 PAM 0, D1 ag -1, D1 antag 10 and Vif-A3F inh 1%.

Some of the compounds tested. The share of hits here may be higher or lower than overall.
